Screening results from PubChem.
Salmonella PhoP GFP: inhibitors of PhoP regulon expression, primary screen, Salmonella Typhimurium, GFP reporter (AID 1863) | inhibition, % at 50 µM; hits with a dose series show IC50 in µM | S. Typhimurium PhoP-regulated promoter GFP reporter, 4 h; higher % means a stronger effect | hit rate 0.16% among 300,000;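 active = inhibition over 29.93%, a cutoff 3 SD above the screen mean, later confirmed by dose response; inconclusive = inhibition over 29.93% but no dose response follow-up; inactive = inhibition at most 29.93% or unconfirmed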;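 also: 0% = low Mg2+ inducing control and 100% = high Mg2+ repressing control; strong numbers were not always called active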
RSV antiviral HEp-2: inhibition of RSV-induced cytopathic effect – HEp-2 cells, primary 10 µM value included (AID 2391); HEp-2 cells, RSV-induced CPE inhibition; higher % means a stronger effect; one-dose CPE inhibition, % at 10 µM; IC50 in µM for titrated hits; hit rate 0.13% among 310,000; in the data active = a potency from the dose series; inconclusive = CPE inhibition mostly from about 23% at the one dose, without a potency; inactive = the rest, 99 in 100 with CPE inhibition below about 21%; also: strong numbers were not always called active
T cell modulator: T cell immune modulation candidate. hit rate 0.068% among 330,000. calls only at 7 µM. 2C CD8+ T cell-vesicle binding, flow cytometry; active compounds read low;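 active = response, share of CD8 T cells binding vesicles, and their 90th percentile fluorescence all below set limits, cut at about 80% in these data, passing the limit was not always enough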
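Assay system: 2C TCR transgenic mouse naive CD8+ T cells, MACS-purified | Read-out: CD8+ gate FL2 mean fluorescence as % of same-row positive control | Signal: High-throughput flow cytometry with anti-B7-1 and anti-CD8 staining | Timing: Binding step 1.5 h, 37 °C, antibody labelling 20 min, ice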
West Nile virus CPE: inhibition of WNV-induced cytopathic effect – cell-based, CPE readout (AID 1621) | one-dose CPE inhibition, % at 10 µM; IC50 in µM for titrated hits | West Nile virus-infected cells, CPE inhibition; higher % means a stronger effect | hit rate 0.02% among 290,000; in the data active = a potency from the dose series; inconclusive = CPE inhibition mostly from about 3.7% at the one dose, without a potency; inactive = the rest, 99 in 100 with CPE inhibition below about 2.2%; also: strong numbers were not always called active
Myeloid diff MLP: promotes myeloid progenitor differentiation. calls only at 10 µM. hit rate 1% among 360,000. ER-HoxA9 myeloid progenitors, lysozyme-GFP differentiation, flow cytometry;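 active = normalized GFP-positive differentiation at or above the plate's own cutoff, the solvent-only control mean plus 3 SD; inconclusive = no clear call, values can overlap the other calls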;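 also: cells exposed to compound for four days before flow analysis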
SV40 large T antigen: SV40 large T antigen inhibitors, biochemical (AID 1903) | SV40 large T antigen ATPase/helicase inhibition assay; higher % means a stronger effect | one-dose inhibition, % at 20 µM; IC50 in µM for titrated hits | hit rate 0.39% among 310,000; in the data active = a potency from the dose series; inconclusive = inhibition mostly from about 32% at the one dose, without a potency; inactive = the rest, 99 in 100 with inhibition below about 32%; also: strong numbers were not always called active
WT yeast gro inh: growth inhibition of WT yeast, mitochondrial fusion screen | inhibition, % at 10 µM | hit rate 2.1% among 190,000 | mitochondrial fusion phenotypic screen, WT strain | AID 1362; in the data active = inhibition above about 58%; tested in S. cerevisiae
Rac1 GTP hydrolysis: MgcRacGAP GTPase-activating activity inhibitors, confirmation, biochemical, ADP Hunter fluorescence; inhibition, % at 30 µM, or IC50 in µM where a hit was titrated; AID 624330; MgcRacGAP-stimulated Rac1 GTP hydrolysis, ADP Hunter fluorescence; higher % means a stronger effect; GST-tagged Rac1 F28L mutant substrate; hit rate 0.6% among 340,000;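 active = first-screen hits whose inhibition reached a set limit at any dose in the follow-up dose series; inconclusive = inhibition above the set first-screen limit but never retested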;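 also: fluorescence reports GDP produced by GAP-driven GTP hydrolysis; strong numbers were not always called active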
bCat nuc transl: modulators of beta-catenin nuclear translocation; HeLa beta-catenin nuclear translocation, immunofluorescence imaging; nuclear translocation activity, % at 5 µM; hit rate 0.3% among 190,000; AID 1665;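 active = nuclear translocation activity above 50% at 5 µM, with a well cell count of 50 or more; inconclusive = wells under 50 cells across six images, flagged as toxic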;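 also: per-cell ratio of nuclear to cytoplasmic median beta-catenin stain intensity; plate controls were DMSO negative control for no effect and GSK-3 inhibitor IX positive control for full effect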
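Technique: fluorescence imaging of beta-catenin antibody stain plus DAPI / Material: human HeLa cell line / Incubation: compound treatment 24 h, 37°C, 5% CO2 / Read-out basis: % activation of per-cell nuclear versus cytoplasmic median beta-catenin signal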
WT yeast gro inh mutant strain: second read-out of WT yeast gro inh, no call of its own (marks repeat the call); inhibition, %; mitochondrial fusion phenotypic screen, mutant strain inhibition
bCat nuc transl cell count 5 µM: second read-out of bCat nuc transl, no call of its own (marks repeat the call); cell count; measured here: cell count, cytotoxicity flag
T cell modulator vesicle-bound %: further read-out of T cell modulator, marked with its call; double positive events, %; measured here: CD8+ vesicle-bound cell fraction;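 binding gate set so that unloaded-vesicle control wells show 10% double positive cells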
Myeloid diff MLP GFP+ MAC1+ %: recorded beside Myeloid diff MLP, whose call it bears; GFP+ MAC1+ double positive, %; measured here: differentiation confirmed by MAC1 staining
* marks the source's active call; other numbers are inactive results; i = inactive; ? = inconclusive; . = not tested or not shown; + = active, no number; & = joins results of further samples.

SMILES	Salmonella PhoP GFP	RSV antiviral HEp-2	T cell modulator	T cell modulator vesicle-bound %	West Nile virus CPE	Myeloid diff MLP	Myeloid diff MLP GFP+ MAC1+ %	SV40 large T antigen	WT yeast gro inh	WT yeast gro inh mutant strain	Rac1 GTP hydrolysis	bCat nuc transl	bCat nuc transl cell count 5 µM
CCOc1ccc(NC(=O)CN(C)C(=O)c2ccc(NC3CC3)c([N+](=O)[O-])c2)cc1OCC	-4.9%	-1.8%	i	39.7	.	i	0.4	17.6%	.	.	0.4%	.	.
O=C1Nc2ccc(Cl)cc2C(=O)C1(F)c1ccccc1 (centres undefined)	-7.7%	1.6%	i	30.7	0.0%	i	0.0	7.1%	.	.	.	-1.2	1297
C/C(=N\NC(=S)Nc1cc(S(=O)(=O)N2CCOCC2)ccc1Cl)c1ccc(N2CCOCC2)cc1	3.3%	0.4%	i	35.6	1.3%	+	.	26.7%	.	.	14.2%	3.4	1080
O=C(NCCCn1ccnc1)C(=O)NCC1OCCCN1S(=O)(=O)c1ccccc1 (centres undefined)	6.2%	1.3%	i	32.3	0.4%	i	0.4	1.0%	-16.3	-23.0	-4.4%	-3.2	539
COC(=O)COc1cccc(NS(=O)(=O)c2cccc([N+](=O)[O-])c2)c1	-1.2%	-1.3%	i	32.1	0.0%	i	0.0	18.5%	-5.7	-4.9	-0.5%	-5.7	1125
CCc1c(C)sc(NC(=O)CN2CCN(C(=O)c3ccco3)CC2)c1C(=O)OC	-3.4%	42.0%	i	7.9	0.7%	i	1.9	17.7%	.	.	3.4%	.	.
CCCCN1C(=O)c2ccc(C(=O)Nc3c(N)n(CCCC)c(=O)n(C)c3=O)cc2C1=O	-2.2%	0.7%	i	30.7	0.4%	i	1.1	11.0%	4.7	11.8	7.8%	-2.2	1147
O=C(Oc1cccc(OC(=O)c2ccco2)c1)c1ccco1	17.4%	0.9%	i	36.2	0.4%	i	0.5	-3.1%	.	.	-6.8%	.	.
O=C(Nc1ccc2c(c1)CCC2)Nc1ccccc1F	0.8%	12.5%	i	60.3	0.2%	i	1.8	21.6%	.	.	-2.9%	.	.
CCn1c2ccccc2c2cc(/C=N/n3cnnc3)ccc21	13.3%	47.7%	i	16.1	0.2%	i	3.9	12.8%	1.3	-1.9	5.8%	1.5	1063
Cc1ccccc1NS(=O)(=O)c1nnc(NC(=O)c2ccc(Br)cc2)s1	-13.2%	12.9%	i	13.2	0.2%	i	0.0	15.5%	.	.	16.6%	.	.
CCOc1cc(/C=N/NC(=O)OC)ccc1OCCSc1ccc(Cl)cc1	-12.3%	0.0%	i	38.7	-0.6%	i	0.1	7.5%	-0.4	-1.8	3.9%	-3.2	546
COC(=O)c1c(NC(=O)CN2CCC3(O)CCCCC3C2c2ccc(F)cc2)sc(C)c1C (centres undefined)	3.7%	?	i	52.3	-1.0%	i	0.8	21.9%	58.9*	-0.6*	8.7%	-1.4	525
COc1ccc(CC(=O)N2CCC(CCC(=O)Nc3ccccc3)CC2)cc1	-3.0%	2.2%	i	55.0	-0.3%	i	1.4	0.1%	.	.	4.4%	.	.
CCOc1ccccc1OCCOc1cccc(C(F)(F)F)c1	-1.0%	0.6%	i	31.6	0.1%	i	1.0	1.6%	17.7	24.1	9.8%	2.1	1355
O=C(CNC(=O)c1ccc(S(=O)(=O)N2CCCC2)cc1)N/N=C/c1ccccc1Cl	9.9%	0.5%	i	3.9	-0.9%	i	4.0	1.8%	4.2	-1.7	-5.5%	-0.6	971
COc1ccc(N2C(=O)CC(NCc3ccncc3)C2=O)cc1 (centres undefined)	-2.1%	1.1%	i	47.9	0.5%	i	1.6	12.2%	-18.3	-8.6	10.5%	0.1	1057
Cc1c(C(=O)OCC(=O)N2CCCC2)cccc1[N+](=O)[O-]	5.8%	0.6%	i	40.5	-0.8%	i	10.8	3.5%	.	.	-0.7%	.	.
Cc1ccc(Nc2nc(N)nc(CN3CCCCCC3)n2)c(C)c1	-0.3%	1.1%	i	22.6	0.1%	i	0.6	2.2%	14.4	12.5	6.2%	1.0	1052
Cc1ccc(C(=O)O)cc1NC(=S)NC(=O)c1ccc(COc2ccccc2)cc1	-8.8%	6.1%	i	5.3	0.3%	i	0.7	6.7%	.	.	5.8%	.	.
O=C(Nc1cccc([N+](=O)[O-])c1)C1COc2ccccc2O1 (centres undefined)	1.4%	?	i	57.3	0.0%	i	0.5	5.5%	.	.	8.5%	.	.
Cc1ccc(C(=O)Nc2ccc(O)c(C(=O)O)c2)o1	6.6%	0.2%	i	35.4	-0.4%	i	1.2	7.2%	-3.6	18.9	11.8%	.	.
O=C1OC(Nc2nc(-c3ccc(F)cc3)cs2)c2ccccc21 (centres undefined)	0.9%	-0.3%	i	17.3	?	i	1.1	-16.2%	.	.	-0.2%	.	.
CCOc1ccc(-c2csc(NC(=O)c3cccc(N4C(=O)CCC4=O)c3)n2)cc1	11.4%	2.4%	i	49.7	-0.1%	i	0.5	10.3%	.	.	1.9%	0.0	1321
Clc1cccc(-c2ccc(/C=N/n3cnnc3)o2)c1Cl	-1.9%	-4.2%	i	14.5	0.1%	i	0.8	25.1%	50.2	26.3	6.1%	3.5	989
O=C(Cc1nnc(NC(=O)c2ccccc2)s1)N/N=C/c1cccc(O)c1	-0.5%	3.8%	i	34.2	-0.3%	i	0.2	-2.4%	.	.	12.0%	.	.
CC1(C)CC(=O)C=C(NCc2cccs2)C1	-2.7%	1.0%	i	20.6	0.0%	i	1.2	13.8%	-0.6	10.7	11.6%	-1.5	1178
CCCCN(C)C(=O)c1cccc(OC2CCN(CC(C)(C)C)CC2)c1	-2.2%	4.6%	i	32.3	-0.1%	i	0.6	9.5%	.	.	2.5%	.	.
CCCCC(O)(CCCC)C(=O)N/N=C(\C)c1ccc(Cl)cc1	-8.6%	0.2%	i	40.4	-0.1%	i	2.5	9.0%	.	.	-10.4%	0.1	1294
CC(C(=O)Nc1ccc(C#N)cc1)N(C)CC(=O)Nc1cccc(F)c1 (centres undefined)	1.8%	0.2%	i	7.7	-0.9%	i	1.9	17.9%	1.9	19.4	1.5%	-1.3	1095
CCN(CC(=O)Nc1c(F)cccc1F)C(=O)C1CCC1	0.8%	-1.0%	i	54.8	.	i	0.8	4.6%	.	.	-0.1%	.	.
O=C(COC(=O)CSc1ccc([N+](=O)[O-])cc1)NCCC1=CCCCC1	.	1.2%	i	38.2	.	i	0.2	.	.	.	7.8%	.	.
OC(CCN1CCCC1)(c1ccccc1)C1CCCCC1 (centres undefined)	5.9%&5.7%	-2.0%	i	26.7	1.5%	i	1.8	1.9%&20.8%	7.0	-14.9	5.4%	0.7	645
O=C(O)c1ccc(/C=N/N2CCN(Cc3ccccc3)CC2)cc1	0.5%	1.1%	i	13.4	-0.8%	i	0.5	8.9%	-5.8	-28.3	4.2%	1.8	917
Cc1sc2ncnc(N3CCC(C(=O)Nc4ccc(Cl)c(Cl)c4)CC3)c2c1C	.	10.9%	i	22.4	.	i	0.2	.	.	.	9.3%	.	.
CCOCCCNC(=O)c1cc(=O)n(Cc2cccc(C)c2)c2ccccc12	-6.2%	0.9%	i	54.5	-1.7%	i	0.5	-1.6%	-2.9	-14.3	0.5%	-1.9	1041
O=C(Cc1cccc2ccccc12)N/N=C/c1ccc2cccc(O)c2n1	-2.8%	10.9%	i	44.0	-0.2%	i	1.0	23.1%	.	.	-13.4%	1.2	1313
CCOC(=O)N/N=C(\C)c1ccc(Oc2ncccn2)cc1	-3.4%	1.3%	i	30.1	-0.6%	i	0.8	21.1%	.	.	8.0%	.	.
O=C(Nc1nccs1)c1ccc(Cl)c([N+](=O)[O-])c1	-1.2%	-0.3%	i	43.4	3.2%	i	0.4	6.0%	.	.	12.7%	.	.
Nc1nsc2ccccc12	5.9%	-0.4%	i	65.4	12.8%	i	11.6	21.3%	-4.7	-10.6	25.3%	1.6	1066
CCCCCCCCCCCCCCCC[N+](C)(C)CC	24.4µM*	-3.8%	i	32.2	.	?	.	34.8%	.	.	18.7%	.	.
Cc1ncc([N+](=O)[O-])n1CC(=O)Nc1ccc(F)c(Cl)c1	4.7%	0.4%	i	10.0	-0.1%	i	0.7	3.7%	.	.	8.6%	.	.
CCOc1ccccc1N1CC(C(=O)NNC(=O)c2ccc(F)cc2)CC1=O (centres undefined)	-6.5%	0.4%	i	43.3	.	i	1.5	-5.8%	.	.	7.1%	.	.
CCN(CC)CCNc1nc(-c2ccco2)c2c(c1C#N)CC(C)(C)OC2	9.6%	-0.8%	i	34.0	0.9%	i	1.0	3.5%	19.4	8.1	3.3%	1.2	955
